Assay outcomes: PubChem BioAssay, several laboratories
m5-HT2A agonist: activates the mouse 5-HT2A serotonin receptor. P35363. CHO-K1 mHTR2A beta-arrestin complementation, luminescence; percent of 30 µM serotonin response. activation, % at 7.6 µM. hit rate 0.66% among 360,000. AID 624169;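 active = activation above a run cutoff, the mean activation of all tested compounds plus 3 SD, cut at about 14% in these data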;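 note: 0% = plate median of compound wells and 100% = 30 µM serotonin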
Glyco luc inh: N-linked glycosylation inhibition; reporter increase, % at 12.5 µM; D54 ERlucT glycosylation luciferase reporter, 24 h; percent of 100 nM tunicamycin response; AID 588692; hit rate 0.23% among 360,000;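 active = mean luciferase reporter signal, scaled so untreated is 0 and the glycosylation-blocking control 100, at or above a set limit in every replicate; inconclusive = mean reaches the limit but not every replicate does; inactive = mean below the limit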;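 note: luciferase carries N-glycosylation sites so blocking glycosylation raises the light; 0% = median of neutral control wells and 100% = median of 100 nM tunicamycin wells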
TLR9-MyD88 inh: inhibitors of human TLR9-MyD88 binding; inhibition, % at 4.98 µM; hit rate 0.21% among 340,000; CHO BLA complementation TLR9-MyD88, CCF4 FRET ratio;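 active = inhibition above the mean over all tested compounds plus 3 SD, cut at about 21% in these data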;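 note: 0% = DMSO only wells and 100% = clavulanate BLA inhibitor control wells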
MC4R antag cAMP: blocks human MC4R cAMP signaling; P32245; inhibition, % at 6.5 µM; MC4R-expressing cells, MTII-stimulated cAMP, LANCE TR-FRET; hit rate 0.48% among 360,000;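 active = inhibition above its plate's cutoff, the mean of tested wells on that plate plus 3 SD, cut at about 29% in these data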;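 note: 0% = Melanotan II alone and 100% = Melanotan II plus saturating MCL0020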
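Material: U2OS-MC4R stable cell line | Reagent: Melanotan II challenge after compound preincubation | Doses: One concentration, 6.5 µM nominal | Incubation: 30-min compound preincubation, 1-h Melanotan II challenge, 1-h detection, room temperature | Signal: TR-FRET cAMP assay | Replicates: One well per compound, no replicates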
H9c2 protect: myocardial damage modulation in H9c2 cells; H9c2 cardiomyocytes, H2O2 injury protection, ATPLite, 2 h; protection from H2O2 cell death, % at 20 µM; hit rate 0.63% among 360,000;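 active = compounds giving at least 50% protection of heart cells from peroxide-induced death in the single-dose screen, raw or plate-pattern-corrected value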;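 note: 0% = DMSO wells with peroxide and 100% = DMSO wells without peroxide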
MC4R barr agon: activates human MC4R beta-arrestin recruitment; P32245; U2OS MC4R beta-arrestin complementation, luminescence; percent of melanotan II response, DMSO zero; activation, % at 8.9 µM; hit rate 0.98% among 360,000;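 active = activation above a per-plate cutoff, the mean activation of sample wells on that plate plus 3 SD, cut at about 8% in these data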
NCOA2 inhibitor: human SRC2 (NCOA2) inhibition. Q15596. HEK293 GAL4-SRC2 luciferase reporter, luminescence. inhibition, % at 9 µM. hit rate 0.17% among 370,000. AID 651957;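 active = inhibition above the mean inhibition of all tested compounds plus 3 SD, set per campaign, cut at about 52% in these data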;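 note: 0% = DMSO treated cells and 100% = cells given Gossypol at 36 µM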
ABCB6 inh 2: blocks the human ABCB6 transporter | Q9NP58 | hit rate 0.19% among 360,000 | AID 602162 | fluorescence ratio to DMSO, % at 10 µM | K562-ABCB6 porphyrin accumulation, flow cytometry, 1 h; hits give low values;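 active = fluorescence ratio to DMSO below 75%, the collection mean minus 3 SD; inconclusive = too few cells collected in the well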;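 note: signal is porphyrin accumulated inside mitochondria; 100% equals median channel fluorescence of DMSO control wells; lower ratio means ABCB6 inhibition with less porphyrin fluorescence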
Target sequence (Q9NP58 whole entry, looked up): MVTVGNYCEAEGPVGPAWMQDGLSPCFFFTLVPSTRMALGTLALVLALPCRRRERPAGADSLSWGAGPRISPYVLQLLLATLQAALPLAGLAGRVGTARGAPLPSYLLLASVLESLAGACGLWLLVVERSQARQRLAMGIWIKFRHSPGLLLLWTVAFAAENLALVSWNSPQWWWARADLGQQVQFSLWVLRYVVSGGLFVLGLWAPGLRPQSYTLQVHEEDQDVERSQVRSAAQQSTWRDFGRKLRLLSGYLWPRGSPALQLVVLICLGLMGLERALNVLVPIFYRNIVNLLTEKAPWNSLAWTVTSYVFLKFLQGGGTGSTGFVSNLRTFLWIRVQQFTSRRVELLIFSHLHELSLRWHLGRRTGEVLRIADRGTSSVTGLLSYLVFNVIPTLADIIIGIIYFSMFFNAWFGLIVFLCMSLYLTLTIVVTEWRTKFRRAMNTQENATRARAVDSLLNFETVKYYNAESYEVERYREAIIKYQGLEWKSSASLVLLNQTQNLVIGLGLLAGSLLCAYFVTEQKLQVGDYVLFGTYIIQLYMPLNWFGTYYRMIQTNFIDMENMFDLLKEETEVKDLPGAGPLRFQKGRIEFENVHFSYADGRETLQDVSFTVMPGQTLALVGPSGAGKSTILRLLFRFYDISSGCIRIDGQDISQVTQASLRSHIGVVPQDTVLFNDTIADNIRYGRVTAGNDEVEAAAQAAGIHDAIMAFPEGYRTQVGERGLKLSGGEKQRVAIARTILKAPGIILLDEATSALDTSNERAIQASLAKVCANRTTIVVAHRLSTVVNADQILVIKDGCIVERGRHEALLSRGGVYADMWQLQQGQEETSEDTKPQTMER
NOD2-RIPK2 inh: blocks binding of human NOD2 to RIPK2 | O43353 | AID 624267 | CHO BLA complementation NOD2-RIPK2, CCF4 ratio | inhibition, % at 4.98 µM | hit rate 0.38% among 360,000; in the data active = inhibition above about 21%;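 note: 0% = vehicle only and 100% = reference blocker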
ABHD5-PLIN5 inh: blocks binding of human ABHD5 to perilipin-5. Q00G26+Q8WTS1. Split G. princeps luciferase complementation, luminescence, 4 h. inhibition, % at 4 µM. hit rate 0.78% among 360,000;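 active = inhibition above the mean inhibition across every tested compound plus 3 SD, cut at about 22% in these data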;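 note: 0% = DMSO only wells and the 100% control is not disclosed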
* = called active by the depositor; u = inconclusive; x = no result given.

structure,m5-HT2A agonist,Glyco luc inh,TLR9-MyD88 inh,MC4R antag cAMP,H9c2 protect,MC4R barr agon,NCOA2 inhibitor,ABCB6 inh 2,NOD2-RIPK2 inh,ABHD5-PLIN5 inh
Cc1ccc(S(=O)(=O)N2C[C@@H]3[C@H]4CC[C@H](C4)[C@@H]3[C@@H](C)[C@@H]2c2ccn(Cc3ccccc3)c2)cc1,10,-8,-6,11,-24,-0.5,19,100,-7,-4
Cc1ccc(C)c(NC(=O)C2CC3CCC2C3)c1 (centres undefined),-3,-2,8,1,-4,-1.1,-43,95,4,-4
COc1ccc(CCN2Cc3c(N)cccc3C2=O)cc1OC,3,-1,-5,10,13,0.8,-25,94,-1,0
O=C(Cn1c(=O)n(-c2ccc(F)cc2)c(=O)c2sccc21)NC1CCCCC1,0,0,3,5,0,-0.7,17,98,-4,1
CCCCNC(=O)NCC(=O)Nc1ccc(F)c(F)c1,-3,1,-7,1,8,-1.0,-25,110,3,-4
CCCOc1ccccc1OCC(=O)Nc1ccc(S(=O)(=O)N2CCCCC2)cc1,-6,-3,6,8,1,-2.2,11,95,0,-6
C#CCNC(=O)C[C@@H]1C[C@@]2(C(=O)OC)CC(C)(C)CC=C2N(Cc2ccccc2)C1=O,-2,x,x,x,x,x,6,x,5,-2
C=CCn1c(SCC(=O)Nc2nccs2)nnc1-c1cc2cccc(OC)c2o1,4,-4,4,1,14,9.3*,6,72*,0,-4
S=C(NC12CC3CC(CC(C3)C1)C2)N1CCCC1,0,1,-4,6,-4,-1.1,22,100,-7,-7
CN(C(=O)CCN1C(=O)S/C(=C\c2ccccc2)C1=O)C1CCS(=O)(=O)C1 (centres undefined),0,0,8,1,-7,-2.3,7,92,-2,-6
COc1ccc(-c2ccc(SCC(=O)NCc3ccc4c(c3)OCO4)nn2)cc1OC,1,-2,-13,13,2,0.4,-1,95,-5,6
Cc1ccc(Cl)cc1NCN1C(=O)c2ccccc2C1=O,2,-1,-23,-2,-4,1.2,-22,101,-18,-1
O=C(CCc1ccc(S(=O)(=O)NCc2ccccc2)cc1)NCc1ccco1,2,1,-5,1,-2,-0.8,12,83,-2,-8
Fc1ccc(Cn2nnc(-c3ccc(CN4CCOCC4)cc3)n2)cc1,1,-2,5,-1,-5,-0.3,-19,95,-4,-6
CC1CC(C)CN(C(=O)C(C)N2CCN(S(=O)(=O)c3ccc(C(F)(F)F)cc3)CC2)C1 (centres undefined),-1,-5,-3,-3,-9,1.1,11,96,-9,8
O=S(=O)(c1cccc(C(F)(F)F)c1)N1CCC(CO)(CCCc2ccccc2)CC1,-1,-2,5,6,-2,0.0,14,94,5,-3
N/C(=N\OC(=O)CN1C(=O)c2ccccc2C1=O)c1ccc(Cl)cc1,2,3,10,2,-1,0.8,-12,102,-7,6
O=C(NCCN1CCCCC1)Nc1ccccc1,0,-1,3,4,11,-0.8,0,105,4,0
COc1cccc(C(O)c2nc3ccccc3n2C(C)C)c1OC (centres undefined),5,-1,5,11,-6,0.2,-1,92,-8,3
Cc1ccc2c(C)c(C(=O)N3CCN(Cc4ccccn4)CC3)oc2c1C,-4,-1,-8,-1,-1,-0.2,-3,95,-16,1
O=C(NCC1OCCc2ccccc21)c1ccc(NC(=O)c2ccc(Cl)cc2)cc1 (centres undefined),-3,u,-7,16,-5,3.6,-13,95,-16,2
CCc1nc(N2CCCC2)c(C#N)c2c1CCCC2,-2,-2,-8,5,-7,2.3,-2,96,-8,8
COc1ccc(C)cc1Nc1nc(-c2c(C)[nH]c3ccccc23)cs1,6,-2,10,-1,-5,-1.9,-22,131,8,-8
O=C1NC[C@@H](CCCCN2CCN(Cc3ccccc3)C(=O)C2=O)N(CCC2CCCCC2)C1=O,-2,x,x,x,x,x,2,97,4,-6
Cc1ccc(CC2CC(=O)N(c3ccc4c(c3)OCCO4)C2=O)cc1 (centres undefined),6,2,-14,3,5,-0.6,17,97,-18,0

3 compounds out of the list above, ordered by the number in NCOA2 inhibitor, lowest first:
mol | NCOA2 inhibitor
COc1cccc(C(O)c2nc3ccccc3n2C(C)C)c1OC (centres undefined) | -1
CN(C(=O)CCN1C(=O)S/C(=C\c2ccccc2)C1=O)C1CCS(=O)(=O)C1 (centres undefined) | 7
Cc1ccc(S(=O)(=O)N2C[C@@H]3[C@H]4CC[C@H](C4)[C@@H]3[C@@H](C)[C@@H]2c2ccn(Cc3ccccc3)c2)cc1 | 19

Next section.
structure,m5-HT2A agonist,Glyco luc inh,TLR9-MyD88 inh,MC4R antag cAMP,H9c2 protect,MC4R barr agon,NCOA2 inhibitor,ABCB6 inh 2,NOD2-RIPK2 inh,ABHD5-PLIN5 inh
O=C(Nc1cccnc1)c1ccco1,5,3,-8,1,2,0.1,-2,102,-7,6
CCC(C)(C)C(=O)Nc1cc([N+](=O)[O-])ccc1F,3,0,7,2,-2,-1.4,-21,79,4,-9
CCOC(=O)C(C)n1cnc2c(nnn2Cc2ccc(C)cc2)c1=O (centres undefined),0,1,-10,12,2,-1.1,-8,82,-3,9
O=C(NNC(=O)c1sccc1-n1cccc1)c1cccc(Cl)c1,-5,2,-12,-4,1,2.5,10,99,-2,-1
O=C(c1cccs1)N1CCC(N2CCN(c3ccccc3)CC2)CC1,6,1,-7,1,-5,-0.1,4,93,3,5
CCCc1nnc(SCC(=O)Nc2ccc(OC)cc2)n1N,-8,2,-2,-1,-4,-1.7,-5,108,-6,2
C[C@@H]1CN([C@@H](C)CO)C(=O)c2cc(Br)cnc2O[C@H]1CN(C)C(=O)C1CCCCC1,2,2,-7,7,1,-1.1,-7,100,7,9
COc1cc([N+](=O)[O-])cc(/C=N/NC(=O)C(C)Nc2cccc(C)c2)c1O (centres undefined),-5,3,3,2,30,-1.1,8,96,-6,-1
CC(C)NC(=O)C1Cc2c(-c3ccc(Cl)cc3)ccnc2O1 (centres undefined),3,-1,x,3,-4,0.1,-3,103,0,1
Cc1ccc(NS(=O)(=O)c2ccc(Cl)s2)nc1,10,2,-2,2,-1,-1.8,-29,96,6,6
Cc1ccc(N=C2NC(=O)/C(=C/c3cccnc3)S2)cc1C,-3,1,-7,15,-6,0.2,2,102,-15,3
Cc1cccc(C)c1NC(=O)Cn1c(=O)n(CCCC(=O)NC2CCN(Cc3ccccc3)CC2)c(=O)c2ccccc21,-5,-5,-2,10,2,-1.8,-16,79,-8,3
CCOC(=O)C(=O)NCC1CCCN1S(=O)(=O)c1cccs1 (centres undefined),0,1,-1,6,-2,-0.6,9,98,2,-2
CCCCC(=O)Nc1ccc(C(=O)OC2CCCCC2)cc1,0,-2,1,-2,-13,0.3,-20,97,4,-14
O=C(CSc1nnnn1-c1cccc(F)c1)NC1CCCCC1,7,-1,-2,-2,10,0.3,9,97,-9,-6
Cc1nc(SCC(N)=O)c(C#N)c(C)c1C,2,0,10,2,9,-2.3,-26,98,-3,0
CC(=O)N1CCN=C1SCc1ccccc1Cl,9,0,2,4,0,-0.4,-9,101,14,-6
CCOc1ccc(NC(=O)c2ccccc2-c2ccccc2C(=O)O)cc1,0,0,0,7,2,0.4,-28,94,-6,-4
O=C1CCN(S(=O)(=O)c2cc(C(F)(F)F)ccc2Cl)CC1,3,1,-2,-3,0,-0.7,-16,90,-1,3
CCNC(=O)C(=O)Nc1cc2c3c(c1)CCN3C(=O)CC2,-3,3,-2,1,3,0.8,-12,105,2,-3
Cc1ccc(C(=O)Nc2ccc(C(=O)N/N=C/c3ccccn3)cc2)cc1,-7,1,-3,26,32,1.2,-38,95,-6,-14
COc1cc2ccccc2cc1C(=O)N1CC(C)CC(C)C1 (centres undefined),-6,-1,6,0,-1,-0.4,2,102,5,12
N#Cc1c(NC(=O)CSc2nc(N)cc(=O)[nH]2)sc2c1CCCCCC2,11,3,-1,-5,-17,5.1,25,88,-5,-3
CC(C)(CNC(=O)C1c2ccccc2-c2ccccc21)N1CCOCC1,-8,0,-3,0,1,-1.5,6,99,-10,12
Cc1ccn2cc(C(=O)Nc3ccc4c(c3)OCCO4)nc2c1,5,-12,4,8,-14,-1.0,-12,95,-4,4
CCC(C(=O)NC1CCCC1)n1c(-c2ccncc2)nc2ccccc21 (centres undefined),2,x,x,x,x,x,10,x,-5,1
COc1ccc2c(c1OC)C(=O)N(c1ccc(O)cc1)C2=O,0,4,1,-4,-7,-1.4,-24,99,-3,1
N#Cc1ccc(OCC(=O)N2CCCC2=O)cc1,15*,2,-6,0,-1,0.0,-5,102,4,9
COCCNc1ccc(N2C(=O)CCCC2=O)cc1[N+](=O)[O-],3,1,-1,2,-9,-0.2,-2,95,0,5
Cc1cccc(NC(=O)C2CCCN(C(=O)NCc3ccccc3)C2)c1C (centres undefined),0,1,-12,21,0,0.6,12,95,-6,1
COc1ccc(NC(=O)COc2ccc(CNCCCN3CCOCC3)cc2OC)cc1,0,0,-10,12,6,0.1,-9,101,-12,-12
C=CCn1cnc2scc(-c3ccc(CC)cc3)c2c1=O,-3,-4,1,-3,6,-1.4,-6,88,8,-2
CN1CCC(=C2c3ccccc3Sc3ccccc32)CC1,-10,-4,-1,11,7,0.2,-7,96,-8,7
CCn1c2ccccc2c2cc(/C=N/n3c(-c4cc(C)[nH]n4)n[nH]c3=S)ccc21,1,3,-17,14,4,1.7,7,96,-4,-7
O=C(Nc1ccccc1)N1CCCc2ccccc21,2,-1,4,3,-1,-0.8,-15,98,8,-3
COc1ccc(-c2cc(C(=O)N3CCCc4ccccc43)no2)cc1OC,-3,2,0,21,8,-1.3,10,104,-8,-2

MC4R barr agon, hit marks shown above.
mol	m5-HT2A agonist	Glyco luc inh	TLR9-MyD88 inh	MC4R antag cAMP	MC4R barr agon	NCOA2 inhibitor	ABCB6 inh 2	NOD2-RIPK2 inh	ABHD5-PLIN5 inh
C=CCn1c(SCC(=O)Nc2nccs2)nnc1-c1cc2cccc(OC)c2o1	4	-4	4	1	9.3*	6	72*	0	-4

Record cards, from the list above.
Record of `COc1ccc(NC(=O)COc2ccc(CNCCCN3CCOCC3)cc2OC)cc1` → m5-HT2A agonist: 0; Glyco luc inh: 0; TLR9-MyD88 inh: -10; MC4R antag cAMP: 12; H9c2 protect: 6; MC4R barr agon: 0.1; NCOA2 inhibitor: -9; ABCB6 inh 2: 101; NOD2-RIPK2 inh: -12; ABHD5-PLIN5 inh: -12
Record of `COc1ccc2c(c1OC)C(=O)N(c1ccc(O)cc1)C2=O` → m5-HT2A agonist: 0; Glyco luc inh: 4; TLR9-MyD88 inh: 1; MC4R antag cAMP: -4; H9c2 protect: -7; MC4R barr agon: -1.4; NCOA2 inhibitor: -24; ABCB6 inh 2: 99; NOD2-RIPK2 inh: -3; ABHD5-PLIN5 inh: 1
Record of `C=CCn1cnc2scc(-c3ccc(CC)cc3)c2c1=O` → m5-HT2A agonist: -3; Glyco luc inh: -4; TLR9-MyD88 inh: 1; MC4R antag cAMP: -3; H9c2 protect: 6; MC4R barr agon: -1.4; NCOA2 inhibitor: -6; ABCB6 inh 2: 88; NOD2-RIPK2 inh: 8; ABHD5-PLIN5 inh: -2

Some of the compounds tested; the hit share may differ from the screen's.
